BRCA1 expr act – BRCA1 expression activation; MCF7-BRCA1-FFLuc reporter, luminescence, 48 h; response scale: scaled: vehicle 0%, 10 µM genistein 100%; Potency, µM (highest dose often 46.1 µM), without a hit: top-dose activation, usual class: activators; 1.1% of 380,000 active; active = well fitted activation curve with a large enough effect; inconclusive = small, poorly fitted or top-dose-only effect; inactive = no such curve, though single readings can be large or run the other way; also: nearly all actives have a fitted effect of over 80% in size; some results filed as inactive show a strong effect at the top dose
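Activators of BRCA1 expression were detected as increased firefly luciferase luminescence in engineered MCF7 cells after 48 h compound incubation. Signals were scaled to genistein 10 microM as full activation.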
Active calls of the source: *; ? = inconclusive; [ ] = dose if it differs, or a comment. Potency is read from the fitted curve at half-maximal effect.

#	Structure	BRCA1 expr act
1	Nc1ccn(CCCN2CCN(C(=O)C3CC3)CC2)c(=O)n1	9%
2	CCN(CC(=O)Nc1c(F)cccc1F)C(=O)c1ccc2c(c1)C(=O)N(c1ccccc1C)C2=O	2%
3	COc1ccc(C=C2CCC3C(=O)CCCC3(C)C2=O)cc1 (centres undefined)	?
4	COCCNC(=O)C1(C)CCN(Cc2noc(-c3c(C)noc3C)n2)C1 (centres undefined)	5%
5	CN(C)c1ccc(/C=C/c2ccnc3c(O)cccc23)cc1	-71%
6	CNC[C@H]1Oc2cc(Br)ccc2S(=O)(=O)N([C@@H](C)CO)C[C@@H]1C	13%
7	CCC[C@H]1CN(Cc2ccccc2)C(=O)[C@@H]1CC(=O)NC	-6%
8	COc1cccc(C(c2nnnn2C2CCCC2)N2CCN(C/C=C/c3ccccc3)CC2)c1OC (centres undefined)	-27%
9	C[C@H](CO)N1C[C@H](C)[C@@H](CN(C)S(=O)(=O)c2ccc(-n3cccn3)cc2)OCc2cn(nn2)CCCC1=O	-22%
10	CCN1C(=O)c2cccc3c(S(=O)(=O)N(C)C)ccc1c23	-18%
11	Cc1cc(NC(=O)CSc2nnc3ccc(-c4ccccc4)nn23)no1	0%
12	COc1cccc(CNc2nc3cc(-c4cccc(C(=O)NCCO)c4)sc3c(=O)n2C)c1	-10%
13	Cc1nc(Br)c(Br)n1Cc1ccccc1	-10%
14	COc1ccc(C2=Nc3ccccc3NC(=O)C2N(CCc2cc(OC)cc(OC)c2)C(C)=O)cc1 (centres undefined)	-13%
15	C[C@@H]1CN([C@H](C)CO)C(=O)CCCn2nncc2CO[C@H]1CN(C)C(=O)Nc1ccc(N2CCCCC2)cc1	2%
16	COc1ccc(C(C#N)=C2C=C(Cl)C(=NO)C=C2Cl)cc1	5%
17	CCOC(=O)C1=CCN(S(=O)(=O)c2ccc(F)cc2)C1c1cccc(Cl)c1 (centres undefined)	0%
18	Cc1ccc(-c2ccc3c(c2)O[C@H](CN(C)C(=O)CC2CC2)[C@H](C)CN([C@@H](C)CO)S3(=O)=O)cc1	-3%
19	COc1ccc(C(C)=O)cc1Cn1c(C)c(C(=O)NCc2ccc3c(c2)OCO3)sc1=O	-14%
20	C[C@@H]1CN([C@H](C)CO)C(=O)c2cc(Br)cnc2O[C@H]1CN(C)C(=O)c1ccccc1	48%
21	OC[C@@H]1CN(Cc2cccs2)C[C@H](n2cnc3c(N4CCCC4)ncnc32)O1	0%
22	O=C(Nc1nnc([C@@H]2C[C@H](O)[C@@H](CO)O2)s1)c1c(F)cccc1F	20%
23	CC(=O)NC(c1ccccc1)c1nc(-c2cc3ccccc3o2)cs1 (centres undefined)	14%
24	COc1ccc(NC(=O)C2(C)CCN2Cc2ccc3ccccc3c2)cc1OC (centres undefined)	-57%
25	Cc1ccc2nc(C3CCCCC3)c(Cc3ccsc3)n2c1	0%
26	CCCOc1ccc(F)cc1-c1cc(C(=O)NCc2cccc(C(F)(F)F)c2)[nH]n1	-40%
27	Cc1cc(-c2cc(NC=O)c3ncc(-c4cccc(C(=O)NCCN(C)C)c4)n3c2)cc(C)c1O	14%
28	Cc1cc(C)n2c(NCc3ccccc3)c(CCc3ccccc3)nc2n1	-2%
29	CC(=O)Nc1cc(-c2cccc(C(=O)N(C)C)c2)cn2c(-c3ccc(F)c(Cl)c3)cnc12	-20%
30	CCOC(=O)C1=CCC(c2ccccc2C(F)(F)F)N(S(=O)(=O)c2ccc(C)cc2)C1 (centres undefined)	-52%
31	CCCCC[C@@H](C)N1C[C@@H](COCc2ccccc2)Oc2cc(N3CCC[C@H]3CO)ccc2S1(=O)=O	-24%
32	CN[C@H]1C[C@H]2c3cc(-c4ccccc4)ccc3CCN2C(=O)[C@H]1[C@H](C)O	-22%
33	CCN(CC)C(=O)c1cccc(-c2csc(C(O)c3ccc(F)c(OC)c3)n2)c1 (centres undefined)	-50%
34	COc1cccc(NC(=O)c2ccccc2OCC(=O)Nc2ccc(Br)cc2)c1	-9%
35	Cc1ccc([C@@H]2CC(=O)[C@@H]3CN(S(=O)(=O)c4ccc(C)cc4)[C@H](c4cccc5ccccc45)C[C@@H]3N2S(=O)(=O)c2ccc(Cl)cc2)cc1	20%
36	Cc1cccc(N(CC(=O)NCc2ccco2)S(=O)(=O)c2ccccc2)c1	-6%
37	COC(=O)[C@@]1(Cc2ccc(F)cc2)[C@H]2c3cc(C(=O)N(C)C)n(CCc4c[nH]c5ccc(O)cc45)c3C[C@H]2CN1C(=O)c1ccccc1	-19%
38	O=C(O)Cc1ccc(NS(=O)(=O)c2ccc3c(c2)OCCO3)cc1	6%
39	FC(F)(F)c1ccccc1Cc1c(-c2ccco2)nc2ccc(Cl)cn12	2%
40	Cc1nc(C(F)(F)F)ccc1C(=O)N1CCC(C)(C(=O)O)C1 (centres undefined)	4%
41	CCC(c1nnnn1C1CCCC1)N1CCN(C/C=C/c2ccccc2)CC1 (centres undefined)	-9%
42	CCCCCCn1c(=O)n2n(c1=O)C[C@]1(OC(=O)NCC3CCCCC3)CN(S(=O)(=O)c3ccc(C)cc3)C[C@]1(O)C2	-69%
43	Clc1cccc(Cc2c(-c3cccc(Br)c3)nc3c4ccccc4ccn23)c1	-17%
44	COc1ccc(C#Cc2ccc(C3=CC(=O)CC(C)(C)C3=O)cc2)cc1	8%
45	CCC(=O)N1CCCC(C(=O)Nc2nc3ccccc3[nH]2)CC1 (centres undefined)	10%
46	C[C@@H]1CN([C@@H](C)CO)S(=O)(=O)c2ccc(Br)cc2O[C@@H]1CN(C)S(=O)(=O)c1cn(C)cn1	-2%
47	O[C@@H]1CN(Cc2cccs2)[C@@H](c2ccc(Cl)cc2)C[C@H]1n1cc(-c2ccc(F)cc2)nn1	0%
48	COc1cc2c(cc1OC)C(c1ccccc1[N+](=O)[O-])=NCC2	9%
49	COc1ccccc1NC(=O)CCNC(=O)C1CCN(S(=O)(=O)c2ccccc2)CC1	6%
50	COc1ccc(NC(=O)C2Cc3c(-c4cccc(C(N)=O)c4)ccnc3O2)cc1OC (centres undefined)	-17%

Remaining list, next part
#	Structure	BRCA1 expr act
51	COc1ccc(CNC(=O)c2cn(Cc3ccc(S(=O)(=O)N(C)C)cc3)c(=O)s2)cc1	-12%
52	OC(c1ccccc1)(c1nc(-c2cc(F)cc(F)c2)cs1)C(F)(F)F (centres undefined)	-27%
53	O=S(=O)(NC1CCN(Cc2ccccc2)CC1)c1ccc(F)c(F)c1	-9%
54	O=c1cc(-c2ccccc2)oc2ccc3ccccc3c12	-58%
55	NC(c1csc(Nc2cnccn2)n1)c1ccccc1Cl (centres undefined)	-22%
56	C[C@H](c1ccccc1)N1C[C@@H](COCc2ccccc2)Oc2cc(N3CC[C@@H](O)C3)ccc2S1(=O)=O	-44%
57	CC(C)CNc1ncnc2c1ncn2[C@H]1CN(Cc2cccc3ccccc23)C[C@@H](CO)O1	-26%
58	O=C(O)CCc1ccc2ccccc2c1	0%
59	CC(I)CCC(C)[n+]1cccc(I)c1 (centres undefined)	1%
60	O=C1CC(c2ccccc2)Cc2[nH]c(=O)c(C(=O)O)cc21 (centres undefined)	12%
61	CCCCN1C(=O)C(CC(=O)NCCCN(C)C)CC(C(=O)N2CCOCC2)=C1C (centres undefined)	-7%
62	COc1ccc(N2C(c3ccsc3)=Cc3cc4c(cc3C2c2c[nH]c3ccccc23)OCO4)cc1 (centres undefined)	-50%
63	Cc1ccccc1Cn1c(C)c(C(=O)NCc2cccc(Cl)c2)sc1=O	-20%
64	CCc1nc2ccc(C(=O)N3CCN(C(=O)c4ccco4)CC3)cn2c1N(CCC(C)C)CCN(C)C	13%
65	CC(C)C[C@H]1CN(CCCC[C@H]2CNC(=O)C(=O)N2CCc2ccc(O)cc2)C(=O)C(=O)N1Cc1ccccc1	12%
66	O=C(OCc1ccccc1)N1CCC2CC1c1c2cccc1N1CCOCC1 (centres undefined)	14%
67	Cc1cccc(NNC(=S)Nc2ccccc2)c1	-9%
68	O=c1[nH]c(C(F)(F)F)nc2c1nc1n2CCC1	14%
69	COc1ccc(NC(=O)C2(C)CCN2Cc2ccc(OC)c3ccccc23)cc1OC (centres undefined)	-9%
70	CC1(C(=O)NS(=O)(=O)c2cccc(Cl)c2)CCN1C(=O)c1cccc2ccccc12 (centres undefined)	17%

Next part, starting with the last 6 of the part before.
#	Structure	BRCA1 expr act
65	CC(C)C[C@H]1CN(CCCC[C@H]2CNC(=O)C(=O)N2CCc2ccc(O)cc2)C(=O)C(=O)N1Cc1ccccc1	12%
66	O=C(OCc1ccccc1)N1CCC2CC1c1c2cccc1N1CCOCC1 (centres undefined)	14%
67	Cc1cccc(NNC(=S)Nc2ccccc2)c1	-9%
68	O=c1[nH]c(C(F)(F)F)nc2c1nc1n2CCC1	14%
69	COc1ccc(NC(=O)C2(C)CCN2Cc2ccc(OC)c3ccccc23)cc1OC (centres undefined)	-9%
70	CC1(C(=O)NS(=O)(=O)c2cccc(Cl)c2)CCN1C(=O)c1cccc2ccccc12 (centres undefined)	17%
71	CC1COc2c3ccccc3nn21 (centres undefined)	4%
72	O=C(Cc1cccc([N+](=O)[O-])c1)Nc1ccccc1	6%
73	O=c1[nH]c2cc([N+](=O)[O-])cc(Cl)c2c2ccccc12	11%
74	c1ccc(COc2ccc(-c3cc4nc(NCCOc5ccccc5)ccn4n3)cc2)cc1	-2%
75	Cn1c(=O)c2cc(NC(=O)NCCc3cccs3)ccc2n1Cc1cccc(C(F)(F)F)c1	-18%
76	O=C(NCC1CC1)c1ccc(-c2cn[nH]c2)c2ccoc12	29%
77	O=C(C[C@@H]1C[C@H]2c3cc(NC(=O)Nc4ccccc4F)ccc3O[C@H]2[C@H](CO)O1)NCC(F)(F)F	0%
78	O[C@@H]1CN(CC2CCCCC2)[C@@H](c2ccc(Cl)cc2)C[C@H]1n1cc(C2CC2)nn1	-86%[inhibitor]
79	CCCCn1nnnc1C1(C)CCC(=O)N1Cc1ccc(OC)cc1 (centres undefined)	6%
80	CCN(CC)C(=O)N1CCN(/[N+]([O-])=N/Oc2ccc([N+](=O)[O-])cc2[N+](=O)[O-])CC1	5%
81	C[C@@H]1CN([C@H](C)CO)C(=O)CCCn2nncc2CO[C@@H]1CN(C)C(=O)c1cc(-c2ccccc2)on1	6%
82	COc1cc(C(=O)N2CCCCC2c2cc(C(=O)NCc3cccnc3)no2)cc(OC)c1C (centres undefined)	23%
83	CC(=O)c1ccc2c3c(ccc([N+](=O)[O-])c13)CC2	3%
84	CCCCCCN1C[C@H](n2cc(C3CC3)nn2)[C@@H](O)C[C@@H]1c1ccccc1	-39%
85	COc1ccccc1CNc1nc(-c2ccccc2CO)c2sccc2n1	-4%
86	NC(COCc1ccccc1)c1csc(NC(=O)Nc2cccc(C(F)(F)F)c2)n1 (centres undefined)	-30%
87	CCOc1ccc(-c2noc(-c3csc([C@@H]4O[C@H](CO)[C@H](O)[C@H](O)[C@H]4O)n3)n2)cc1	0%
88	CCOC(=O)C1=CCN(S(=O)(=O)c2ccc(Br)cc2)C1c1ccccc1 (centres undefined)	-10%
89	COc1ccc(NC(=O)C2(C)CCN2Cc2ccc(C(C)C)cc2)cc1OC (centres undefined)	-15%
90	Cc1[nH]c2ccccc2c1C(=O)C(=O)NCc1nnnn1-c1ccc(F)c(F)c1	-1%
91	CC1=C(C(=O)N2CCCCCC2)CC(CC(=O)NCCc2ccccn2)C(=O)N1Cc1ccccc1 (centres undefined)	1%
92	COc1ccc(C(=O)C[n+]2cc(Br)cc3ccccc32)cc1	-35%
93	Brc1ccc2nc(-c3ccco3)c(Cc3ccsc3)n2c1	2%
94	O=C(CC[C@H]1O[C@@H](n2ccc(=O)[nH]c2=O)[C@H](O)[C@@H]1O)N[C@@H](Cc1ccccc1)C(=O)NCC1CCCCC1	13%
95	COc1cc(C)ccc1S(=O)(=O)NC(=O)C1(C)CCN1C(=O)c1ccc(C2CCCCC2)cc1 (centres undefined)	6%
96	Cc1cncc(N2CCN(c3ccccn3)CC2)n1	-1%
97	CCc1ccc2oc(-c3ccc(C)c(NC(=O)COc4ccccc4Cl)c3)nc2c1	-3%
98	CCN(CC)C(=O)C1=C(C)N(CCCN2CCCC2=O)C(=O)C(CC(=O)NCCCN(C)C)C1 (centres undefined)	1%
99	COc1cccc(Nc2nc(C(N)CCc3ccccc3)cs2)n1 (centres undefined)	-9%
100	Cc1cccc(NC(=O)c2ncn3c2C(=O)N[C@H](C)C3)c1	-26%
101	CCC(c1nnnn1-c1c(C)cccc1C)N1CCCN(Cc2ccc(F)cc2)CC1 (centres undefined)	-16%
102	C[C@@H]1CNC(=O)c2c(C(=O)Nc3ccc(CNC(=O)OC(C)(C)C)cc3)ncn21	-43%
103	Cc1ccccc1Nc1n[nH]c(=S)s1	-7%
104	Fc1cccc(Cc2c(-c3ccco3)nc3ccc(Br)cn23)c1	-17%
105	O=P(c1ccccc1)(c1ccccc1)C(O)c1cccs1 (centres undefined)	2%
106	COc1ccc(CCNC(=O)Nc2nc(C(N)CCc3ccccc3)cs2)cc1OC (centres undefined)	-24%
107	Cc1ccc(S(=O)(=O)N(C)C[C@@H]2OCc3cn(nn3)CCCC(=O)N([C@@H](C)CO)C[C@H]2C)cc1	-1%
108	COc1cccc(CNC(=O)c2cc3c(c(-c4cccc(-c5cccc(C#N)c5)c4)n2)[C@H](CCO)N(S(=O)C(C)(C)C)C3)c1 (some centres undefined)	0%

Filtered by structure, the entries above containing two or more sulfur atoms
#	Structure	BRCA1 expr act
35	Cc1ccc([C@@H]2CC(=O)[C@@H]3CN(S(=O)(=O)c4ccc(C)cc4)[C@H](c4cccc5ccccc45)C[C@@H]3N2S(=O)(=O)c2ccc(Cl)cc2)cc1	20%
46	C[C@@H]1CN([C@@H](C)CO)S(=O)(=O)c2ccc(Br)cc2O[C@@H]1CN(C)S(=O)(=O)c1cn(C)cn1	-2%
51	COc1ccc(CNC(=O)c2cn(Cc3ccc(S(=O)(=O)N(C)C)cc3)c(=O)s2)cc1	-12%
103	Cc1ccccc1Nc1n[nH]c(=S)s1	-7%

These rows are one share of the data, so the mix of outcomes need not match the whole.
